mHTT-CaM PPI inh = mutant huntingtin-calmodulin interaction inhibitors – biochemical, AlphaScreen, primary screen; AlphaScreen His-mHTT/GST-CaM binding, luminescence; P42858; actives 3.6% (n = 190,000); inhibition, % at 15 µM;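 also: 0% = both proteins with DMSO and 100% = one protein alone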
Pf apPOL inh = Pf-apPOL inhibitors, biochemical, fluorescence; inhibition, % at 10 µM; actives 0.25% (n = 210,000); Plasmodium falciparum apicoplast DNA polymerase (apPOL); Recombinant Pf-apPOL, molecular beacon fluorescence, 1.5 h
* = called active by the depositor; · = not tested or not shown; & = joins results of further samples. Rule as the data show it: active = inhibition above about 50%; inactive = the rest. Rows are unselected (roughly 3.6% active in at least one column).

SMILES	mHTT-CaM PPI inh	Pf apPOL inh
CCOC(=O)Cn1cc(CN2CCS(=O)(=O)N(Cc3ccccc3)C(C(=O)OC)C2)nn1 (centres undefined)	-1	11
COc1ccc(/C=C2/N=C(c3c(-c4ccccc4)noc3C)OC2=O)c(OC)c1OC	10	1
O=C(COc1cc(Cl)c(Cl)cc1Cl)NCc1cccnc1	-6	-6
COc1ccc(C(=O)N2CCCC3(C2)NC(=O)N(Cc2ccc(C)cc2)C3=O)cc1 (centres undefined)	8	-6
CCOc1ccc2c(c1)OC(=Cc1ccc(C(=O)OC)cc1)C2=O	10	1
Cc1ccccc1CSc1nc2c([nH]c3ccccc32)c(=O)n1C	0	5
COc1ccc(CN2CC(C(=O)NCc3ccc4c(c3)OCO4)CC2=O)cc1 (centres undefined)	-8	-7
O=C(Nc1nccs1)c1cc2cc([N+](=O)[O-])ccc2oc1=Nc1ccc(Cl)cc1	8	-5
COc1ccccc1C1CC(=O)Oc2cc(O)ccc21 (centres undefined)	-6	-8
CC12CCC(C(=O)N3CCOCC3)(OC1=O)C2(C)C (centres undefined)	0	3
O=C(CCc1ccccc1)Nc1cc(F)c2nc(N3CCOCC3)ccc2c1	-2	2
CCNC(=O)N1CCCC(c2cccc(C(=O)NCc3ccccc3Cl)c2)C1 (centres undefined)	-7	-9
O=C1CC(c2ccccc2)CN1C(=O)c1cccc([N+](=O)[O-])c1 (centres undefined)	-2	-5
CCNC(=O)N1CCCC(c2cccc(C(=O)NC3CCCC3)c2)C1 (centres undefined)	-6	0
Cc1cc(C)c(NC(=O)CN2C(=O)CC(c3ccccc3)=Nc3cccnc32)c(C)c1	-8	4
O=Cc1ccc(-c2c(-c3ccccc3)oc3c2C(OCCCCO)CCC3)o1 (centres undefined)	61*	-6
CCC1Oc2ccc(Cl)cc2N(CC(=O)NC2CCCCCC2)C1=O (centres undefined)	-13	-14
COc1ccc(C(CCN2CCN(c3ccccc3)CC2)c2c(OC)cc(OC)c3c(-c4ccccc4)cc(=O)oc23)cc1 (centres undefined)	30	-1
COc1ccc(-c2cc(C(F)(F)F)n3ncc(C(=O)NCc4cccs4)c3n2)cc1	-10	-2
Cc1cc(C2CCCN2Cc2ccc(OC(C)C)cc2)on1 (centres undefined)	-9	-1
O=C(NCCc1ccccc1)c1cc2ccccc2o1	-14	-3
CC(=O)N1c2ccccc2C(C)(c2ccc(C)cc2)CC1(C)C (centres undefined)	-15	-3
COc1ccc(C(=O)N2CCC3(CC2)CC(=O)c2ccccc2O3)c(OC)c1	4	-5
Cc1ccc(NC(=O)Cn2nc3c(cc2=O)CC(C)CC3)cc1C (centres undefined)	4	-2
COc1ccccc1CNc1nc(-c2ccccc2F)nc2ccccc12	-8	-3
CCc1ccccc1NC(=O)N1CCC(N2CCN(Cc3ccc(F)cc3)C2=O)CC1	33	-4
CCN1CCN(C(=O)c2ccc(-c3cncnc3)nc2)CC1	-4	-1
Cc1cc(C)c(Cn2nc(C(C)(C)C)cc2C(=O)NCc2cccs2)c(C)c1	·	-5&-9
COc1ccc(Cl)cc1N(CC(=O)N1CCC(C)CC1)S(C)(=O)=O	1	-5
COC(=O)Nc1cc(Cl)ccc1OC	-9	-1
O=C(Nc1nnc(SCc2ccc(C(F)(F)F)cc2)s1)c1cccs1	-13	-1
CSCCC(C(=O)O)n1c(O)c(C2=c3cc(Br)ccc3=NC2=O)sc1=S (centres undefined)	51*	·
CN1CCN(C(=O)C2CCN(c3nc4ccc(-c5ccc(F)cc5)nc4s3)CC2)CC1	13	-9
CCCc1noc(-c2cccnc2N2CCCN(Cc3ccccc3C)CC2)n1	-86	21
Cc1cc(C)n(CC(C)C(=O)Nc2ccc(Br)cc2)n1 (centres undefined)	-10	-19
Cc1cc(C)n2cc(CSc3nc4cc([N+](=O)[O-])ccc4s3)nc2n1	8&0	12&-9
CC1SC2(C(=O)Nc3ccccc32)N(c2ccc(Cl)c(Cl)c2)C1=O (centres undefined)	2	-5
NC(CS(=O)(=O)Cc1ccco1)=NO	·	5
Cc1cccc(N2C=C(C#N)S(=O)(=O)c3ccc(Cl)cc32)c1	-4	-7
CCOC(=O)c1c(-c2ccccc2)csc1NC(=O)c1ccccc1C(=O)O	-10	-4
Cc1ccc(-c2cc(C(F)(F)F)n3ncc(C(=O)NC(C)C)c3n2)cc1	-1	-5
Cc1nc(Nc2cccc(C(F)(F)F)c2)c2c(C)c(C)sc2n1	-13	-2
CC1(C)C(C=C(Cl)Cl)C1C(=O)Nc1ccccc1Cl (centres undefined)	-1	1
COc1ccc(CN2CCN(C3CCN(C(=O)c4ccc(OC)cc4C)CC3)C2=O)cc1	1	-1
COc1ccc(C(=O)Nc2nc(C)c(C(C)=O)s2)c(OC)c1	3	-5
O=C(O)c1cc(S(=O)(=O)Nc2ccccc2C(=O)O)ccc1O	0	-1
Cc1c(C(=O)N2CCCCC2)oc2ccc(S(=O)(=O)N3CCCC3)cc12	7	6
COCCCNC(=O)c1c(NC(=O)C2COc3ccccc3O2)sc2c1CCCC2 (centres undefined)	3	-2
CCSC1=C(C#N)C(c2ccccc2Cl)C(C(=O)Nc2ccccc2C)=C(C)N1 (centres undefined)	-25	-8
CC(=NNC(=S)NC(C)(C)C)c1sc(-c2ncc(C(F)(F)F)cc2Cl)nc1C	·	-5
COc1ccc(S(=O)(=O)N(CC(=O)N2CCCCCC2)c2cc(C)cc(C)c2)cc1OC	22	8
O=C(c1cnn2cccnc12)N1CCCC1c1ccccc1Cl (centres undefined)	17	0
COc1ccc(S(=O)(=O)Nc2ccc(I)cc2)cc1	-22	-1
CCOC(=O)c1sc(Nc2ccccc2)c(-c2nc3ccccc3[nH]2)c1N	·	-8
COc1ccc(C(=O)NC2CCCCC2NC(=O)c2ccc(OC)cc2)cc1 (centres undefined)	-1	-5
O=[N+]([O-])c1ccccc1-c1ccc(CN2CCCC(CO)C2)o1 (centres undefined)	3	3
C/C(=C\C(=O)c1cccnc1)Nc1ccc(F)cc1	8	-7
O=C(c1ccc(OCC2CCCN2C(=O)c2ccccc2F)cc1)N1CCOCC1 (centres undefined)	1	24
Cc1cccn2cc(CCN3C(=O)c4ccccc4C3=O)nc12	-1	-7
CCN1CCN(CCCNC(=O)c2cc3cc4ccc(OC)cc4nc3o2)CC1	1	-2
(listing goes on)
SMILES	mHTT-CaM PPI inh	Pf apPOL inh
COc1ccc(-c2c(C(=O)NC(C)C)nc3ccccn23)cc1	2	-6
COc1cccc(C2=N/C(=C/c3cccc(OC)c3OC)C(=O)O2)c1	8	4
O=C(CSc1cccc2cccnc12)N1CCOCC1	22	-2
COc1c(Br)cc(Br)cc1/C=C1/C(=O)N(c2ccccc2)N=C1C	69*	-3
O=C(NC1CCCCC1)c1ccc(C(=O)NC2CCCCC2)c([N+](=O)[O-])c1	0	-8
O=C(CSc1nnc(-c2ccccn2)n1-n1cccc1)Nc1cccc(Cl)c1Cl	9	-1
Cc1ccc(CN2CCC(CNC(=O)C3CCN(c4nc5cccnc5s4)CC3)C2)cc1 (centres undefined)	-3	-7
N#C/C(=C\c1ccc(Br)cc1)c1nc(C2CC2)cs1	-41	-3
COc1ccc(OCc2ccccc2)c(C=O)c1	-29	-35
O=C1OC(/C=C/c2ccccc2)=NC/1=C/c1ccccc1F	9	-3
Cc1cc(C)cc(NCC(=O)Nc2c(C)cccc2C)c1	7	40
Cc1ccc(-c2nc(CN3CCN(C(=O)c4ccc(Cl)cc4)CC3)no2)cc1	13	1

Continued; the last 3 above are carried over.
SMILES	mHTT-CaM PPI inh	Pf apPOL inh
O=C1OC(/C=C/c2ccccc2)=NC/1=C/c1ccccc1F	9	-3
Cc1cc(C)cc(NCC(=O)Nc2c(C)cccc2C)c1	7	40
Cc1ccc(-c2nc(CN3CCN(C(=O)c4ccc(Cl)cc4)CC3)no2)cc1	13	1
NS(=O)(=O)c1ccc(CCNC(=O)c2ccco2)cc1	-5	-9
O=C(Nc1nc2c(s1)CN(S(=O)(=O)c1ccccc1)CC2)c1ccoc1	4	-5
Clc1ccc(N=Cc2cc3ccccc3nc2Cl)cc1Cl	1	·
CC(=O)Nc1cc(C(=O)N2CCC3(CC2)OCCO3)ccc1Sc1ccc(Cl)cc1	21	-17
CC(C)(C)C(O)=Cc1nc2ccccc2[nH]c1=O	·	5
COc1ccc(-c2cc3nc4c(c(=O)n3[nH]2)CN(C(=O)c2ccc(OC)nc2)CC4)cc1	5	9
COc1cc2nc(-c3cc([N+](=O)[O-])ccc3Cl)oc(=O)c2cc1OC	-1	0
Cc1ccc(S(=O)(=O)Nc2ccc(NC(=O)c3ccc([N+](=O)[O-])cc3Cl)cc2)cc1	8	-19
COc1ccc2[nH]c(C(=O)Nc3ccccc3Cl)cc2c1	8	3
CN(Cc1ccccc1)c1nc2c(c(=O)[nH]c(=O)n2C)n1CCSc1ncccn1	-5	1
CC(=O)c1c(-c2ccc(C)cc2)c2ccccc2[nH]c1=O	4	-3
COc1ccc(Br)c(C(=O)CC#N)c1	·	-12
COc1ccc(-n2nc3c(c2NC(=O)c2ccc(Br)o2)CS(=O)C3)cc1 (centres undefined)	5	0
Cc1cc(C)cc(NC(=O)Cn2ccc3sccc3c2=O)c1	-1	-2
COc1ccc(C(=O)Nc2nc(C(F)(F)F)c(-c3ccccn3)s2)cc1OC	10	-5
CC(C)(C)Nc1ncnc2c1cnn2-c1ccccc1	-9	-3
O=C1C2N=NN(c3ccccc3)C2C(=O)N1c1ccccc1 (centres undefined)	-12	-1
Cc1ccccc1NC(=O)Cn1ccc2c(C)nn(C)c2c1=O	-1	2
COc1ccc(C2=N/C(=C\c3cccc([N+](=O)[O-])c3)C(=O)O2)c(Br)c1	3	1
CCn1c(C)cc(=O)c2cc(C(=O)Nc3cccc(OC)c3)ccc21	-5	-2
COc1ccccc1C(=O)Nc1ccc2oc(-c3ccccc3C)nc2c1	-3	-2
C=C(C)COc1ccc2c(c1)OC(=Cc1cc(OC)c(OC)cc1OC)C2=O	-21	-9
O=C(Nc1c2c(nn1-c1ccc([N+](=O)[O-])cc1)CSC2)c1cc([N+](=O)[O-])ccc1Cl	6	-6
COc1cc(Cl)ccc1C(=O)N1CCN=C1N1CCCCC1	-3	-6

Entries of single compounds, quoted from the list.
Results for `COc1ccccc1C(=O)Nc1ccc2oc(-c3ccccc3C)nc2c1` : mHTT-CaM PPI inh = -3; Pf apPOL inh = -2
Results for `CC(C)(C)Nc1ncnc2c1cnn2-c1ccccc1` : mHTT-CaM PPI inh = -9; Pf apPOL inh = -3

Grouped by structure: the compounds so far containing an NH in an aromatic ring (seven)
SMILES	mHTT-CaM PPI inh	Pf apPOL inh
Cc1ccccc1CSc1nc2c([nH]c3ccccc32)c(=O)n1C	0	5
CCOC(=O)c1sc(Nc2ccccc2)c(-c2nc3ccccc3[nH]2)c1N	·	-8
CC(C)(C)C(O)=Cc1nc2ccccc2[nH]c1=O	·	5
COc1ccc(-c2cc3nc4c(c(=O)n3[nH]2)CN(C(=O)c2ccc(OC)nc2)CC4)cc1	5	9
COc1ccc2[nH]c(C(=O)Nc3ccccc3Cl)cc2c1	8	3
CN(Cc1ccccc1)c1nc2c(c(=O)[nH]c(=O)n2C)n1CCSc1ncccn1	-5	1
CC(=O)c1c(-c2ccc(C)cc2)c2ccccc2[nH]c1=O	4	-3

Fetched one by one from the list above (3):
SMILES	mHTT-CaM PPI inh	Pf apPOL inh
O=C1C2N=NN(c3ccccc3)C2C(=O)N1c1ccccc1 (centres undefined)	-12	-1
COc1cc(Cl)ccc1C(=O)N1CCN=C1N1CCCCC1	-3	-6
CC(C)(C)Nc1ncnc2c1cnn2-c1ccccc1	-9	-3

Later entries
SMILES	mHTT-CaM PPI inh	Pf apPOL inh
CC(C)SC1OC(CO)C(O)C(O)C1O (centres undefined)	·	-2
COc1ccc(NC(=O)CSc2ncnc3c2sc2ccccc23)c(OC)c1	2	-9
COc1cc(-c2cc(=O)c3cc(Cl)cc(Cl)c3o2)cc(OC)c1OC	7	-8
O=C1C(=Cc2ccc(Br)cc2)Oc2c1ccc(O)c2CN1CCCC1	34	-61
Cn1c(=O)c2c(nc3n(CCCO)c(C45CC6CC(CC(C6)C4)C5)cn23)n(C)c1=O	44	2
Nc1ncnc(Oc2cccc(C(F)(F)F)c2)c1[N+](=O)[O-]	-12&-3	-7&-4
CN1C(=O)C2CCCCN2c2ccc(C(=O)NCCC3=CCCCC3)cc21 (centres undefined)	-5	0
CCc1c(C(=O)N2CCOCC2)c(CC(C)C)nn1C	1	0
O=C1C2C3C=CC(CO)(O3)C2C(=O)N1c1ccc(F)cc1 (centres undefined)	-2	0
COc1ccc2c(c1)OC(=Cc1cc(Br)cc3c1OCOC3)C2=O	6	-5
C=CCNCCOc1c(Cl)cc(C)cc1Br	-5	-11
O=Cc1ccc(OCc2cn(CC(=O)c3ccc(O)cc3)nn2)cc1	3	-1
CCOc1ccc(-n2nc3cc(C)c(NC(=O)c4ncn[nH]4)cc3n2)cc1	2	30
O=C(Cn1c(-c2cscn2)nc2ccccc21)Nc1ccc(Oc2ccc(F)cc2)cc1	21	1
COc1ccc(C)cc1NC(=O)C1CN(S(=O)(=O)c2cccnc2)CC12CCCCC2 (centres undefined)	15	-2
O=C(NCCN1CCCCCC1)C1CCCN(c2cnn(Cc3ccccc3)c(=O)c2)C1 (centres undefined)	10	-1
Cn1nc(-c2nc(-c3ccccc3)no2)c2c1CCN(C(=O)NCCc1ccccc1)C2	18	-2
Cc1onc(-c2ccccc2Cl)c1C(=O)NNC(=O)CSc1ccccc1[N+](=O)[O-]	·	3
Cc1cccc(N2CCN(C(=O)Nc3ccccc3)C(C)C2=O)c1C (centres undefined)	5	-4
CCOC(=O)Cn1nnc(-c2ccc(C(F)(F)F)cn2)n1	·	-5
COc1ccc(NC(=O)C2CCN(c3nccnc3Oc3ccccc3)CC2)cc1OC	12	0
COc1ccc(C2Nc3c(OC)cccc3C3C=CCC32)cc1[N+](=O)[O-] (centres undefined)	66*	-5
CC1CCN(C(=O)C2CCN(c3nc4ccc(-c5cncnc5)nc4s3)CC2)CC1	7	-4
